AmpC no deterg: qHTS Inhibitors of AmpC Beta-Lactamase (assay without detergent) | hit rate 0.52% among 330,000 | P00811 | AmpC nitrocefin hydrolysis, absorbance 480 nm, 0.0001% Triton | Potency, µM (series often up to 57.1 µM), without a hit: at the highest dose activity change, negative = inhibition, most hits filed as inhibitors;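 also: potency is read from the fitted curve at half-maximal effect; plate controls were no compound for no effect and no enzyme for full effect; nearly all actives have a fitted effect of over 20% in size; some results filed as inactive show a strong effect at the top dose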
Target sequence (P00811 whole entry, looked up): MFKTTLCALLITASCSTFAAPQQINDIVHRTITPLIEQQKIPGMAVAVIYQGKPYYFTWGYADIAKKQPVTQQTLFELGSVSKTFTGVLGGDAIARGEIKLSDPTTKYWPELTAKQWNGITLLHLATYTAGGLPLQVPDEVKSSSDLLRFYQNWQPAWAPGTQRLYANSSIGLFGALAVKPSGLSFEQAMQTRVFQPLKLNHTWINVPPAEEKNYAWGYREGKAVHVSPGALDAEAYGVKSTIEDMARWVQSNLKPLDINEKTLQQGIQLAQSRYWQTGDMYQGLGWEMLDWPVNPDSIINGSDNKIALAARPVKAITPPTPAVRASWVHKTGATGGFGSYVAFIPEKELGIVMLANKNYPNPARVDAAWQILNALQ
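20 mM phosphate pH 7.0 + 0.01% (detergent screen) or 0.0001% Triton X-100; 5.3 nM AmpC reagent; cpd preinc 15 min RT; nitrocefin (800 uM stock) to start; A480 q20 s × 4 min; Activity was normalised to no-enzyme and no-compound control wells.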
Giardia FBPA inh: qHTS Assay for Inhibitors of Fructose-1,6-bisphosphate Aldolase from Giardia Lamblia | A8B2U2 | purified Giardia FBPA | Potency, µM (doses to about 59.6 µM), inactives show at the highest dose activity, negative = inhibition, usual class: inhibitors | hit rate 0.71% among 290,000 | AID 2451, 2010; also: potency is read from the fitted curve at half-maximal effect; nearly all actives have a fitted effect of over 55% in size
Target sequence (A8B2U2 whole entry, looked up): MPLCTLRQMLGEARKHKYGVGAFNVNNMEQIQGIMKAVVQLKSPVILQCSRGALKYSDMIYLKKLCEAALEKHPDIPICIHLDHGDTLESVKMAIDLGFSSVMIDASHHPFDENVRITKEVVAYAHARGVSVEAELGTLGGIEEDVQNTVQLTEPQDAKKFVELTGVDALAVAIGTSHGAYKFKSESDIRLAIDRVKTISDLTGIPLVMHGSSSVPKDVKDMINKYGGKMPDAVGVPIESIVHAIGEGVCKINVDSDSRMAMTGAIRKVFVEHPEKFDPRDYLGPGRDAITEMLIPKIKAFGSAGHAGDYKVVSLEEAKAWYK
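Giardia FBPA (40 nM reagent) was preincubated 10 min at RT with compound (up to 57.5 uM final), then substrate plus GAPDH/TPI/NAD/arsenate coupling system with diaphorase/resazurin was added; resorufin fluorescence (525/598 nm) was read after 20 min.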
AmpC inh detg: qHTS Inhibitors of AmpC Beta-Lactamase (assay with detergent); AmpC hydrolysis of nitrocefin, absorbance 480 nm, 0.01% Triton; hit rate 0.041% among 370,000; P00811; Potency, µM (highest dose often 114 µM), without a hit: top-dose activity change, negative = inhibition, actives largely listed as inhibitors;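 also: potency is read from the fitted curve at half-maximal effect; 0% = no-compound wells and -100% = no-enzyme wells; nearly all actives have a fitted effect of over 25% in size; some results filed as inactive show a strong effect at the top dose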
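20 mM phosphate pH 7.0 + 0.01% (detergent screen) or 0.0001% Triton X-100; 5.3 nM AmpC reagent; cpd preinc 15 min RT; nitrocefin (800 uM stock) to start; A480 q20 s × 4 min; Activity was normalised to no-enzyme and no-compound control wells.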
Sm TGR block: qHTS Assay for the Inhibitors of Schistosoma Mansoni Peroxiredoxins | AID 485364, 2010 | hit rate 3% among 360,000 | purified TGR, DTNB reduction, TNB absorbance 405 nm | Potency, µM (series often up to 114 µM), without a hit: top-dose activity change, negative = inhibition, usual class: inhibitors; also: potency is read from the fitted curve at half-maximal effect; nearly all actives have a fitted effect of over 60% in size
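Kinetic colorimetric format: TGR-catalysed, NADPH-driven DTNB reduction monitored via TNB absorbance. Enzyme dispensed at 20 nM; compound exposure 15 min at room temperature before reaction start.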
HCMV inh: qHTS Assay for inhibitors of the human cytomegalovirus (HCMV) | HFF cells, HCMV-luciferase reporter, 72 h; stronger effect = lower value | hit rate 4.5% among 410,000 | AID 1259415, 2018 | activity change, negative = inhibition, % at 57.5 µM; in the data active = activity change below about -60%; inconclusive = no clear call, values can overlap the other calls; inactive = above about -39%
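Inhibition of viral replication was scored as loss of reporter luminescence in HFFs infected with HCMV-luciferase (MOI 1 PFU/cell) for 72 h; compounds tested at 2 doses, normalized to buffer and Salinomycin controls.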
HCV inhibitor: qHTS Assay for Inhibitors of Hepatitis C Virus (HCV). hit rate 3.4% among 340,000. Potency, µM (doses to about 41.8 µM), without a hit: at the top dose activity change, negative = inhibition, usual class: inhibitors. Huh7.5.1 HCVcc-Cre infection, luciferase reporter, 44 h; also: potency is read from the fitted curve at half-maximal effect
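1,000 cells/well; 4 h culture; + compound; + HCVcc-Cre (~0.5 moi); 44 h; luciferase substrate, RT 15 min; read 15 sec.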
* hit, by the source's call; ? = inconclusive; . = no result given; & = joins results of further samples; [ ] = another dose, or the depositor's remark. Unless noted, calls follow the shape of the dose curve; as a rule, active = well fitted curve in the direction sought with a large enough effect; inconclusive = small, poorly fitted or top-dose-only effect, or another doubt; inactive = no such curve, though single readings can be large; an effect the other way counts as inactive or inconclusive. Unless noted, % is scaled to controls: 0 for no effect and ±100 for the full control effect. Rows were taken by chance. About 9.9% of those tested had a hit in this group.

SMILES | AmpC no deterg | Giardia FBPA inh | AmpC inh detg | Sm TGR block | HCMV inh | HCV inhibitor
CCSc1nc2c(c(=O)n1-c1ccc(F)cc1)SCC2 | -6% | -2% | -1% | 4% | -22 | -7%
O/N=C/c1ccc2cccc(OCc3ccccc3)c2n1 | -23% | -5% | 7% | 0% | -31 | ?
CCOc1ccccc1CNC(=O)c1c(C)oc2ncnc(N3CCOCC3)c12 | . | . | 17% | 9% | ? | .
CC1CCN(S(=O)(=O)c2ccc(NC(=O)N3c4ccccc4Sc4ccccc43)cc2)CC1 | -50% | -8% | 6% | 6% | -14 | -2%
COCCCNC(=O)c1ccc(-c2csc(C)n2)cc1 | -5% | -1% | 4% | -1% | 6 | 3%
COc1ccc(CC(=O)NNC(=O)c2ccccn2)cc1 | -7% | 18% | -14% | ? | 16 | -1%
COc1ccc(C(=O)NCc2nnc(SCC(=O)Nc3cc(C)on3)o2)cc1OC | -7% | 11% | 5% | 4% | 23 | 4%
CCOC(=O)c1ccc(NC(=O)CC2C(=O)N(c3ccc(C)cc3)C(=O)N2C2CCCC2)cc1 (stereo unspecified) | . | . | 0% | 1% | -39 | .
O=C(CNC(=O)c1ccccc1F)NCCN1C(=O)S/C(=C\c2ccc3c(c2)OCO3)C1=O | -14% | . | 4% | -1% | -21 | -6%
COc1ccc(CC(=O)NNC(=O)c2cccs2)cc1OC | -18% | 2% | 1% | . | 24 | -5%
CC1(c2nnc(-c3ccc(F)cc3)o2)CC(c2ccc([N+](=O)[O-])cc2)=NO1 (stereo unspecified) | 17% | 1% | -2% | -8% | -12 | -1%
O=C(O)C1CCC(CNS(=O)(=O)c2ccccc2)CC1 (stereo unspecified) | -11% | 12% | 0% | -3% | 14 | 2%
CNC(=O)CN(c1cc(C)ccc1OC)S(=O)(=O)c1ccc(C)cc1 | 1% | -8% | 2% | 5% | -12 | 12%
Cc1noc(C)c1COc1ccc(C(=O)N2CCN(c3ccccn3)CC2)cc1 | 48% | . | -21% | -2% | -14 | -21%
COc1ccc(-n2sc3ccc(F)cc3c2=O)cc1 | -33% | . | -14% | -7% | -5 | 2.8µM*
N#CC(Cc1ccccc1OC(F)F)c1nc2ccccc2[nH]1 (stereo unspecified) | -17% | -4% | 0% | 2% | -22 | -23%
CC1CC(C)CN(C(=O)CSc2nnc(-c3ccc(F)cc3)o2)C1 (stereo unspecified) | 15% | 1% | -12% | 0% | -39 | 2%
Cc1ccc(C(CC(=O)NCC2(c3ccccc3)CCCC2)c2ccccc2)c(O)c1 (stereo unspecified) | . | . | ? | 0% | -15 | .
CCCOc1cccc(C(=O)Nc2ccc(CN3CCOCC3)cc2)c1 | 31% | 2% | ? | -9% | -19 | ?
C[C@@H]1CCC2[C@](C)(CO)[C@@H](O)CC[C@]2(C)[C@@]12C[C@](CO)(CC(=O)O)CO2 (stereo partly specified) | -18% | 2% | -9% | 11% | 4 | 17%

A draw from above in order of SMILES length, low to high:
SMILES | AmpC no deterg | Giardia FBPA inh | AmpC inh detg | Sm TGR block | HCMV inh | HCV inhibitor
COc1ccc(CC(=O)NNC(=O)c2ccccn2)cc1 | -7% | 18% | -14% | ? | 16 | -1%
CCCOc1cccc(C(=O)Nc2ccc(CN3CCOCC3)cc2)c1 | 31% | 2% | ? | -9% | -19 | ?
CC1CCN(S(=O)(=O)c2ccc(NC(=O)N3c4ccccc4Sc4ccccc43)cc2)CC1 | -50% | -8% | 6% | 6% | -14 | -2%

Some entries already given with just Sm TGR block:
smiles	Sm TGR block
COCCCNC(=O)c1ccc(-c2csc(C)n2)cc1	-1%
CCCOc1cccc(C(=O)Nc2ccc(CN3CCOCC3)cc2)c1	-9%
O=C(CNC(=O)c1ccccc1F)NCCN1C(=O)S/C(=C\c2ccc3c(c2)OCO3)C1=O	-1%
N#CC(Cc1ccccc1OC(F)F)c1nc2ccccc2[nH]1 (stereo unspecified)	2%

(list continues)
SMILES | AmpC no deterg | Giardia FBPA inh | AmpC inh detg | Sm TGR block | HCMV inh | HCV inhibitor
Cc1cccc(C(=O)NCc2nnc(SCC(=O)Nc3ccccc3F)n2-c2ccccc2)c1 | . | . | 18% | 12% | 1 | .
O=c1c2ccccc2cnn1-c1ccc(Br)cc1 | -17% | 4% | -10% | -30% | 228 | -5%
Cc1ccc2[nH]c(-c3ccccc3)c(CN3CCOCC3)c(=O)c2c1 | -15% | 1% | 6% | -15% | 31 | 7%
O=C(COC(=O)C1CCCC1)NCc1ccc(Cl)cc1 | 4% | 4% | 2% | 5% | 6 | 26%
Cc1cc(=O)[nH]c(-c2ccc(Cl)cc2)n1 | -8% | 0% | 4% | 4% | -21 | 5%
CCOc1ccc(-n2c(SCC(=O)N3CCCCCC3)nc3c([nH]c4ccccc43)c2=O)cc1 | . | . | 5% | 21% | -4 | .
COc1ccc(CNC(=O)COc2cc3c(c4oc(=O)cc(C)c24)CCC(C)(C)O3)cc1OC | 291%[activator] | 13% | -12% | 10% | 10 | 6.3µM*
Cc1cc(Cl)nc(NC(=O)Nc2cccc(Cl)c2)n1 | -8% | 3% | -10% | 1% | 42 | -7%
COc1ccccc1NC(=O)C1CCCN(c2cnccn2)C1 (stereo unspecified) | 2% | -5% | -11% | 0% | -16 | -5%
c1ccc(Cc2nnc3n2CCCCC3)cc1 | -15% | 1% | -1% | 5% | -2 | 12%
O=S(=O)(NC1Cc2ccccc2C1)c1ccccc1 | -22% | -3% | -7% | -17% | -9 | 5%
CCOC(=O)C(NC(=O)Cc1ccccc1)(Nc1cc(C)on1)C(F)(F)F (stereo unspecified) | -44% | 2% | -13% | 1% | 34 | -2%
COc1ccc(CNS(=O)(=O)c2ccc3oc(C(=O)O)c(C)c3c2)cc1 | -25% | 25% | -4% | -14% | -6 | 11%
C[C@H](NC(=O)c1ccco1)C(=O)NCc1cccs1 | -9% | . | -5% | -9% | ? | 7%
CCOc1ccc(S(=O)(=O)NCCC(=O)N(C)CC(=O)Nc2ccc(N3CCOCC3)cc2)cc1 | 10% | . | -20% | -10% | -15 | 6%
CCOC(=O)CNC(=O)CSc1ncnc2c1nnn2-c1ccc(F)cc1 | -11% | 1% | -4% | -15% | -68* | 4%
COc1ccc(NC(=O)CCC(=O)c2cccs2)cc1S(=O)(=O)Nc1ccccc1Cl | -20% | 14% | -5% | -7% | -16 | ?
Cc1nc(C(=O)NNC(=O)c2ccc(Cl)cc2)c(C(F)(F)F)o1 | -18% | ? | 2% | -3% | -2 | -14%
Cc1ccccc1N1CCN(C2CCCN(C(=O)c3snnc3C)C2)CC1 (stereo unspecified) | 33% | . | 11% | -36% | 11 | -4%
COc1cccc(CNC(=O)CCc2c(C)nc3c4c(C)cc(C)nc4nn3c2C)c1 | . | . | 4% | -5% | 66 | .
CCOC(=O)c1sc(NC(=O)CS(=O)(=O)c2ccc(C)cc2)nc1C | -40% | -2% | -7% | 0% | ? | ?
CCOc1ccccc1C(=O)NCC(=O)OCC(=O)c1c(N)n(C)c(=O)n(C)c1=O | -15% | . | . | . | -7 | 16%
COC(=O)c1cc2ccsc2n1Cc1nc(-c2cccc(Cl)c2)oc1C | -25% | -4% | -15% | -3% | 5 | -12%
O=C(CNc1cccc([N+](=O)[O-])c1)N1CCN(S(=O)(=O)c2ccc(Cl)cc2)CC1 | -8% | . | 0% | -2% | -11 | -22%
CCc1ccc(NC(=O)C2CCCN(S(=O)(=O)c3ccc4[nH]c(=O)ccc4c3)C2)cc1 (stereo unspecified) | -21% | -8% | -10%&6% | -5%&-1% | ? | -17%
COc1ccc(CNC(=O)CN(C)Cc2ccc(SC)cc2)cc1 | 40% | -5% | -10% | -8% | 2 | -10%
CC1CCN(S(=O)(=O)c2ccc(NC(=O)Cn3nnc(-c4ccccc4F)n3)cc2)CC1 | -41% | -3% | ? | 2% | -18 | -19%
CCCCOCC(O)CN1CCN(C(C)=O)CC1 (stereo unspecified) | -8% | -17% | -2% | 9% | 23 | 15%
O=S(=O)(Nc1nccs1)c1cnc(Cl)c(Br)c1 | -35% | 2% | -1% | -20% | -101* | 9%
COc1ccc(S(=O)(=O)N(C)CC(=O)Nc2ccccc2OC)cc1 | -11% | -1% | 0% | -4% | -15 | -4%
O=C(CSc1nnc(-c2ccccc2Cl)o1)N1CCCC1 | -15% | -4% | -10% | -3% | 15 | -21%
Cc1ccc(Nc2nnc(SCn3nnc4ccccc4c3=O)s2)cc1 | -28% | -12% | ? | 1% | -13 | 12%
Cc1cc(N2CCN(c3cccc(C(F)(F)F)c3)CC2)n2nc(-c3ccccc3C)nc2n1 | . | . | 20% | -4% | 11 | .
Cc1ccc(OCC(=O)N2CCN(S(C)(=O)=O)CC2)cc1 | -8% | 12% | 4% | 0% | 0 | 15%
C/C(CC(=O)Nc1ccc(N(C)C)cc1)=N\NC(=O)c1ccc([N+](=O)[O-])cc1 | -2% | -3% | -1% | ? | 44 | 3%
CN(C)CCn1c(=S)[nH]c2ccccc2c1=O | -14% | -16% | 1% | 4% | 9 | -2%
O=c1cc(O)c2sc3nc(C(F)(F)F)c4c(c3c2[nH]1)CCCCC4 | -24% | 19% | -11% | 1% | -32 | 8%
O=C(O)c1cc(-c2ccco2)nc2ccc(Br)cc12 | -31%&-1% | -27%&7% | 2%&-9% | 0.71µM* | -18 | -12%&24%
CCOC(=O)c1ccc(-n2c(CCC(=O)O)ccc2-c2ccccc2)cc1 | -29% | -2% | -7%&-2% | 50µM* | 6&54 | 6%
COc1ccccc1NC(=O)Cn1c(=O)n(Cc2cccs2)c(=O)c2cccnc21 | . | . | 10% | 1% | -64* | .
Clc1ccc(/C=N/N2CCN(Cc3ccccc3)CC2)cc1 | 0% | 8% | ? | 0% | -35 | 12%
CSc1nnc2c3cc(F)ccc3n(Cc3ccccc3)c2n1 | -17% | -8% | -5% | 4% | ? | ?
O=C(CSc1nc(=O)n(Cc2cccnc2)c2c1CCC2)Nc1cccc(Cl)c1 | . | . | 0% | 7% | 14 | .
COc1ccc(CCN(Cc2nc3ccccc3c(=O)[nH]2)C(=O)c2ccco2)cc1OC | 3% | 1% | ? | 3% | 27 | -3%
Nn1c(COc2cccc(Br)c2)nnc1SCC(=O)NCC1CCCO1 (stereo unspecified) | -10% | . | -2% | -9% | -3 | 8%
Cc1ccc(S(=O)(=O)CCC(=O)NNC(=O)CN(C)S(=O)(=O)c2ccc(C)cc2)cc1 | -2% | . | . | . | 1 | 0%
CCc1cc2ccc(C)cc2nc1SCC(=O)N1CCN(C(=O)c2ccco2)CC1 | 96%[activator] | 6% | -11% | 40µM* | ? | ?
Cn1cnnc1SC1CCCCC1NS(=O)(=O)c1ccc(Cl)cc1 (stereo unspecified) | 32% | 0% | 1% | 4% | 10 | 5%
CC(C)(C)OC(=O)CNC(=O)c1nc[nH]c1C(=O)NCc1ccccc1 | 85%[activator] | -25% | -11% | 0% | -10 | -9%
CCN(CC)S(=O)(=O)c1cc(C(=O)Nc2cc(Cl)ccc2N2CCN(C)CC2)ccc1Cl | 135%[activator] | 0% | -5% | 3% | 7 | 6%

Screening results: PubChem BioAssay, National Center for Advancing Translational Sciences (NCATS)
